High-throughput results (PubChem)
14-3-3 Bad PPI: disrupts binding of bovine 14-3-3 zeta to phospho-Bad peptide; TR-FRET 14-3-3zeta/Dy647-pBad peptide displacement, 1 h; 0.71% of 220,000 active; AID 781; P63103; inhibition, % at 21.7 µM;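 active means inhibition above about 70%, limit read from the data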;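 further: 0% = full 14-3-3 plus peptide FRET controls and 100% = background without 14-3-3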
Target sequence (P63103 whole entry, looked up): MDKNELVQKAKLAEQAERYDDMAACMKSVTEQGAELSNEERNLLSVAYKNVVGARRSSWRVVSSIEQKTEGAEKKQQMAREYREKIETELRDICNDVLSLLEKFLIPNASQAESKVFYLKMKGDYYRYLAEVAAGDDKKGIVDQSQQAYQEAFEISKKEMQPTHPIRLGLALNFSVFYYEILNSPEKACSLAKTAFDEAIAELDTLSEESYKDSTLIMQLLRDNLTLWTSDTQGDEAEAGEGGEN
EBV gp42 block: blocks Epstein-Barr virus glycoprotein 42 binding | Fluorescence polarization binding assay, mP read-out | AID 1085 | 0.42% of 220,000 active | Q1HVG2 | inhibition, % (tested at 21.74 µM); in the data active means inhibition above about 50%
Target sequence (Q1HVG2 whole entry, looked up): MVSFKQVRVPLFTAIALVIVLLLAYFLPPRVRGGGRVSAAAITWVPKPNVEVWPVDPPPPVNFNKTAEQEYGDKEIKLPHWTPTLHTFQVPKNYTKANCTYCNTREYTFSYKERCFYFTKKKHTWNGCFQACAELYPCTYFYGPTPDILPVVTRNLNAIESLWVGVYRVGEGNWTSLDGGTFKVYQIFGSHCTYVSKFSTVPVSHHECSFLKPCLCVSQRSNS
Cl transport mod: modulates chloride dependent transport by human KCC2; Q9H2X9; KCC2 cells, thallium flux FluoZin-2 fluorescence; B-score of Tl+ flux slope (higher = more flux/activation; lower = inhibition) at 10 µM; 2.2% of 190,000 active;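 active means thallium flux slope and its plate-corrected score both differing from the plate sample mean at a set confidence after two filtering rounds, in either direction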;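 further: slope of fluorescence scaled to starting intensity during 10 to 20 s after thallium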
eIF4E-4G inh: inhibitors of eIF4E and eIF4G interaction in translation initiation; inhibition, % at 21.7 µM; 0.37% of 220,000 active; P63073+Q04637; TR-FRET eIF4E-eIF4GI(517-606) binding, 2 h;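 further: 0% = full FRET control wells and 100% = background wells lacking eIF4GI fragment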
hK5 inh: inhibitors of human kallikrein 5; Q9Y337; recombinant hK5, fluorogenic AMC substrate cleavage; inhibition, % at 5 µM; 0.59% of 210,000 active; AID 873;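 active means inhibition of 40% or more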;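 further: 0% = enzyme controls without compound and 100% = no-enzyme blanks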
Furin inhibitor: blocks human furin protease activity; inhibition, % at 30 µM; purified furin, fluorogenic substrate cleavage; 0.061% of 220,000 active; AID 463115; in the data active means inhibition above about 25%; further: inactives centre near -15
NCF1 inh: p47phox (human) inhibition. p47phox/p22phox peptide binding, fluorescence polarization, 2 h. AID 1274. inhibition, % at 24.7 µM. 0.53% of 220,000 active;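 further: 0% = p47phox with labelled peptide and 100% = labelled peptide alone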
Rad51 HR inh: Rad51 (human) homologous recombination inhibition | Q06609 | hRad51 DNA strand exchange, fluorescence dequenching | AID 1385 | 0.085% of 200,000 active | inhibition, % at 10 µM;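 active means inhibition above 40% at the single screening dose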;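 further: 0% = DMSO control wells and 100% = blanks with heterologous ssDNA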
Target sequence (Q06609 whole entry, looked up): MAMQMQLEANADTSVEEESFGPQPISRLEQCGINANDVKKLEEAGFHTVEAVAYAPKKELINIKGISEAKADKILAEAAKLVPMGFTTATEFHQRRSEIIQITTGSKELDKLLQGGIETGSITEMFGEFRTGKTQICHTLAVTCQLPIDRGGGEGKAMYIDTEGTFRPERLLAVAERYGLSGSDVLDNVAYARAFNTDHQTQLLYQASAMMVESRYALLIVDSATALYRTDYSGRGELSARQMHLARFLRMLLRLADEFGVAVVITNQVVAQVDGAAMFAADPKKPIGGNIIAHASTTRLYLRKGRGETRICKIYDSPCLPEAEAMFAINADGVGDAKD
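Material: Human Rad51 nucleoprotein filaments preassembled on unlabelled ssDNA | Also added: Labelled 47-mer dsDNA for strand exchange | Dosing: Single dose, 10 µM final compound | Schedule: 30-min compound preincubation and 15-min exchange, both room temperature | Technique: Fluorescence dequenching at 485/520 nm | Measure: Percent inhibition relative to plate controls and blanks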
Thrombin inh: blocks human thrombin protease activity. P00734. inhibition, % at 5 µM. alpha-thrombin, Boc-VPR-AMC fluorogenic substrate cleavage. 0.26% of 220,000 active;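 active means inhibition at or above 40%; inactive means inhibition below 40%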;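 further: 0% = enzyme with no compound and 100% = wells without enzyme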
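System – human alpha-thrombin protein · Reagent – Boc-VPR-AMC substrate, 15 µM final · Compound – 5 µM single dose in 0.2% DMSO · Schedule – reaction at room temperature · Technique – AMC fluorescence at 355 nm excitation and 460 nm emission · Read-out basis – % inhibition relative to enzyme controls and enzyme-free blanks · Control set – no-compound enzyme wells and no-enzyme blanks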
Numbers without * were called inactive; nt = not tested or not shown; & = joins results of further samples; [ ] = remark or other dose.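 How the source made its calls, unless noted: active means inhibition above about 30% (limit read from the data); inactive means the rest.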 Random draw from the library; overall some 4.7% were active at least once.

no.	SMILES	14-3-3 Bad PPI	EBV gp42 block	Cl transport mod	eIF4E-4G inh	hK5 inh
1	Cc1cc(=O)n2nc(N3CCCC(C(=O)NCCC4=CCCCC4)C3)sc2n1 (centres undefined)	-4	-7	-0.14	5	1
2	Cn1ncc(C#N)c1/N=C/N(Cc1ccccc1)Cc1ccccc1	-4	-11	1.7	3	-4
3	N#CCCn1cc(/C=C(\C#N)c2nc3ccccc3s2)c(-c2ccc(F)cc2)n1	4[fluorescence artefact?]	-27	-0.03	2	-1
4	O=C(Nc1ccc(Cl)c([N+](=O)[O-])c1)c1ccncc1	-4	-4	-0.85	4	-7
5	Cc1c(C(=O)O)oc2c1ccc1ccccc12	4	0	-1.5	4	-18
6	Cc1ncc([N+](=O)[O-])n1CC(C)O (centres undefined)	-1&6	-10&-8	-0.25&0.37	0&-2	-6
7	CCN(CC)S(=O)(=O)c1ccc(N2CCOCC2)c(NC(=O)c2ccccc2)c1	3	4	2.1	-1[fluorescence artefact?]	-9
8	O=C(CCC(=O)Nc1ccccc1)NNC(=O)c1ccco1	-10	-8	nt	-6	-11
9	CCCCNC(=O)c1onc(CSc2ccc(F)cc2)c1C(=O)O	26	-17	-0.92	2	-19
10	CCN(CC)c1nc2c3c(nc4c(c3c1C#N)CC(=O)N4c1ccc(Cl)cc1)NC(C)=N2	-11	-14	-0.91	-2	-6

no.	Furin inhibitor	NCF1 inh	Rad51 HR inh	Thrombin inh
1	-10	-2	-4	0
2	5[20 µM]	-9	-4	-5
3	-8[20 µM]	-25	-7	-8
4	-15	-9	-5	-6
5	-22	-15	10	4
6	-10[20 µM]	-12&2	-2	-5
7	4	9	nt	-4
8	-22[20 µM]	-5	6	-4
9	-4[20 µM]	-13	-13	-4
10	-5	-35	-7	-8

The listing continues:
no.	SMILES	14-3-3 Bad PPI	EBV gp42 block	Cl transport mod	eIF4E-4G inh	hK5 inh
11	CC1CCc2ccccc2N1C(=N)N(C)C (centres undefined)	-10	6	-0.15	-8	-19
12	O=C(CCC(=O)c1ccc(-c2ccccc2)cc1)Nc1cccnc1	4	-10	-0.92	-3	-1
13	Cc1ccc(C(=O)N2CCN(c3ncccn3)CC2)cc1S(=O)(=O)N1CCCCC1	-1	-15	0.0046	-3	-15
14	NNc1nc(-c2ccccc2)cs1	-21	-6	-0.012	-3	0
15	O=C(Nc1ccc(S(=O)(=O)Nc2nccs2)cc1)c1cc(=O)[nH]c2ccccc12	0	-5	-0.17	-6	2
16	O=C1CSCC(=O)N1c1ncc(C(F)(F)F)cc1Cl	-4	-7	-1.3	1	-3
17	CCCCCCC(=O)Nc1nc(C)c(-c2csc(Nc3ccc(Cl)cc3)n2)s1	18	-14	0.032	3[fluorescence artefact?]	nt
18	O=C(Cc1ccccc1)Nc1ccccc1C(=O)Nc1ccc(C(=O)O)cc1	-9	3	-0.37	-4	-4
19	CCOC(=O)Cn1c(=O)oc2cc(S(=O)(=O)Nc3c(C)cc(C)cc3C)ccc21	-16[fluorescence artefact?]	-17	1.6	1[fluorescence artefact?]	-3
20	N/C(=N\OC(=O)Cc1ccccc1)c1cccc(Br)c1	2	-6	-1.5	0	nt

no.	Furin inhibitor	NCF1 inh	Rad51 HR inh	Thrombin inh
11	-32	-1	5	1
12	-25	-13	-2	-4
13	-5	-6	-4	-5
14	-25	-16	5	-7
15	-20	-102	-12	-10
16	-26	-2	nt	-12
17	-15[20 µM]	-40	0	6
18	-31	5	4	-27
19	-21	-46	9	-4
20	-18	0	nt	-5

Record cards, as listed above. Screens in order: 14-3-3 Bad PPI | EBV gp42 block | Cl transport mod | eIF4E-4G inh | hK5 inh | Furin inhibitor | NCF1 inh | Rad51 HR inh | Thrombin inh
Results for O=C(CCC(=O)c1ccc(-c2ccccc2)cc1)Nc1cccnc1 = 4 | -10 | -0.92 | -3 | -1 | -25 | -13 | -2 | -4
Results for Cc1ccc(C(=O)N2CCN(c3ncccn3)CC2)cc1S(=O)(=O)N1CCCCC1 = -1 | -15 | 0.0046 | -3 | -15 | -5 | -6 | -4 | -5
Results for O=C(Cc1ccccc1)Nc1ccccc1C(=O)Nc1ccc(C(=O)O)cc1 = -9 | 3 | -0.37 | -4 | -4 | -31 | 5 | 4 | -27
Results for O=C(Nc1ccc(S(=O)(=O)Nc2nccs2)cc1)c1cc(=O)[nH]c2ccccc12 = 0 | -5 | -0.17 | -6 | 2 | -20 | -102 | -12 | -10
Results for CC1CCc2ccccc2N1C(=N)N(C)C (centres undefined) = -10 | 6 | -0.15 | -8 | -19 | -32 | -1 | 5 | 1

Next section.
no.	SMILES	14-3-3 Bad PPI	EBV gp42 block	Cl transport mod	eIF4E-4G inh	hK5 inh
21	COc1ccc(N(Cc2cc3ccc(C)cc3[nH]c2=O)C(=O)c2ccco2)cc1	4	-18	nt	0	-7
22	CN1CCN(C(=S)Nc2ccc(Cl)cc2)CC1	-6	1	-0.0077	-1	-3
23	CC(C)(C)NC(=O)CC(CC(=O)O)c1ccccc1 (centres undefined)	-8	-3	-0.76	2	-26
24	Cn1c(=O)c2c(nc(Sc3n[nH]c(N)n3)n2Cc2ccccc2Cl)n(C)c1=O	-4	-6	0.2	0	11
25	C=CCSC1=C(C#N)C(c2ccccc2Cl)CC(=O)N1 (centres undefined)	2[fluorescence artefact?]	-4	nt	-7[fluorescence artefact?]	-9
26	CCOC(=O)C1(CC2CCCCO2)CCN(C(=O)Nc2cccc(SC)c2)CC1 (centres undefined)	-2	-3	0.29	2	nt
27	O=C(CCCN1C(=O)c2ccccc2C1=O)NCC1CCCO1 (centres undefined)	0	-13	0.57	-2	-18
28	O=c1c2ccccc2nnn1CSc1ccccc1	-1[fluorescence artefact?]	-22	-0.71	-2	-5
29	Cc1ccc(Cl)cc1NC(=O)CCC(=O)Nc1cc(Cl)ccc1C	-1	-9	0.47	1[fluorescence artefact?]	-31
30	COC(=O)N/N=C/c1cc(Cl)c(OCc2ccccc2F)c(OC)c1	-2	12	-0.17	2	2

no.	Furin inhibitor	NCF1 inh	Rad51 HR inh	Thrombin inh
21	-13	-6	-8	5
22	-14	5	1	-2
23	-7	-18	7	-4
24	-23	4	-3	-2
25	-18[20 µM]	-12	-4	-4
26	-31	-10	nt	0
27	-8[20 µM]	-8	3	2
28	-18	-17	4	2
29	-10[20 µM]	-6	0	3
30	-1	-5	nt	-7

Carrying on.
no.	SMILES	14-3-3 Bad PPI	EBV gp42 block	Cl transport mod	eIF4E-4G inh	hK5 inh
31	CN(C)C(=O)[C@@H]1C[C@H]1[C@@H](NC(=O)OCc1ccccc1)c1ccccc1	2	-3	0.99	-2[fluorescence artefact?]	-4
32	CN(C)S(=O)(=O)Nc1ccccc1C(N)=O	2	-13	0.18	6	0
33	Cn1c(SCC(=O)Nc2ccc3nc(SCC(=O)N4CCCC4)sc3c2)nnc1-c1ccccc1	0	83*	-2.3	5[fluorescence artefact?]	11
34	Cc1ccsc1C(=O)OCC(=O)Nc1ccc(Cl)cc1C(F)(F)F	-1[fluorescence artefact?]	-4	0.84	4[fluorescence artefact?]	0
35	Cc1nnc(SCC(=O)NC(=O)NC(C)(C)C)s1	-18	-10	-0.0063	4	-1
36	Cc1ccc(C(=O)OCC(=O)NCc2cccs2)c(C)c1	-11	0	-0.65	0	-1
37	N#CC1=C(S)N=C(N)C(c2nc(-c3ccccc3)cs2)C12CCCCC2 (centres undefined)	8	-18	-3.9*	-1	-16
38	Cc1ccc(Nc2nc(N)nc(CSc3nnnn3-c3ccccc3)n2)cc1	nt	-20	-0.73	nt	14
39	COCCN(C(=O)CSc1nc2ccc(C)cc2[nH]1)c1c(N)n(Cc2ccccc2)c(=O)[nH]c1=O	-2	-1	0.76	1	-12
40	CC(C)C(=O)NC(=S)Nc1c(Cl)ccc2nsnc12	-7	-8	-0.15	0	1

no.	Furin inhibitor	NCF1 inh	Rad51 HR inh	Thrombin inh
31	-7	-3	3	2
32	-12[20 µM]	-7	4	1
33	-3[20 µM]	-9	-1	2
34	-8	-1	-4	-7
35	-14	-7	9	-3
36	-21	2	4	-4
37	-4[20 µM]	-46	nt	4
38	-5[20 µM]	10	-6	-6
39	-15	-7	-2	-3
40	-17	-11	nt	-9

The list goes on:
no.	SMILES	14-3-3 Bad PPI	EBV gp42 block	Cl transport mod	eIF4E-4G inh	hK5 inh
41	Cc1ccc(S(=O)(=O)CCC(=O)N2CCN(c3ccc(Cl)cc3)CC2)cc1	-6	-22	-1.5	-3	-9
42	O=C(N/N=C/c1sc(=O)n(-c2ccccc2)c1Cl)c1ccccc1	-25	-54	1.1	7[fluorescence artefact?]	-24
43	OCCC1CN(Cc2nc3ccccc3[nH]2)CCN1C1CCCC1 (centres undefined)	-6	-17	-0.042	2	2
44	N#Cc1cn(CC(=O)NCC2CCCO2)c2ccccc12 (centres undefined)	0	13	1.2	3	-13
45	CN(C(=O)C1CCOC1)c1nnc(-c2ccncc2)s1 (centres undefined)	2	-17	-0.24	0	5
46	Cc1ccc(C(=O)CCNc2ccccc2)o1	-3	-20	0.11	29[fluorescence artefact?]	-24
47	O=C(CSc1nnc(CNC(=O)c2ccco2)o1)Nc1nc2ccccc2s1	3	-16	-0.54	-4	36
48	Cc1cc2cc(CNC(=O)c3cc4ccccc4o3)ccc2n1C	-24[fluorescence artefact?]	5	-1.6	-8[fluorescence artefact?]	1
49	Clc1ccc2nc(CSCc3ccccc3)cn2c1	-15	-3	-1	1	5
50	O=C(CSC1=NC(=O)C(c2ccccc2)C(=O)N1)Nc1ccccc1[N+](=O)[O-] (centres undefined)	-3	0	-0.98	1	1
51	COc1ccc(/C=N/NC(=O)CCn2c3ccccc3c3ccccc32)cc1OC	-20	-19	-0.16	1	0
52	O=C(NCc1ccco1)/C(=C/c1ccco1)NC(=O)c1ccco1	-15	5	-0.37	1	-15
53	CC(C(=O)N1CCc2ccccc21)N1CCc2ccccc2C1 (centres undefined)	4[fluorescence artefact?]	0	-0.017	-4	-2

no.	Furin inhibitor	NCF1 inh	Rad51 HR inh	Thrombin inh
41	-13[20 µM]	-6	4	-3
42	-3	-55	-45	-1
43	-25	-2	-1	-9
44	-5	1	-4	-2
45	-29[20 µM]	-3	8	-3
46	-16[20 µM]	0	-7	-4
47	-9	1	3	17
48	4	-12	4	-19
49	-24	-3	6	4
50	-24	-10	2	-2
51	-15	-16	nt	2
52	-8	-4	-4	-10
53	9[20 µM]	-11	0	2
